NR2E3 ag-1: agonists of human NR2E3 nuclear receptor | Q9Y5X4 | 0.35% of 360,000 active | AID 602229 | inhibition of corepressor binding, % at 3.98 µM | CHO-S Gal4-NCOR/VP16-NR2E3 two-hybrid, luciferase;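 active means inhibition above the mean of all tested compounds plus 3 SD, cut at about 70% in these data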;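 further: 0% = DMSO with NR2E3 transfected cells and 100% = cells lacking NR2E3 construct; higher means lower luciferase signal from less NR2E3 corepressor binding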
Shn3 3UTR inh: reduces Shn3 3'UTR luciferase signal in osteoblasts | AID 588674 | 0.52% of 360,000 active | Clone20 osteoblast Shn3 3'UTR firefly luciferase, 24 h | inhibition, % at 12.5 µM;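 active means mean inhibition of at least 75% with every replicate also reaching 75%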;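 further: 0% = median of neutral control wells and 100% = pilot-screen positive control compound; some compounds past the cut are filed as inactive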
PDI inh: blocks human protein disulfide isomerase activity; inhibition, % at 10 µM; 0.052% of 350,000 active; PDI insulin aggregation turbidity, A650, 90 min;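 active means mean inhibition across replicates of 30% or more, whatever share of single replicates reach that level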;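 further: absorbance from insulin aggregation driven by PDI reduction with DTT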
Target sequence (P07237 whole entry, looked up): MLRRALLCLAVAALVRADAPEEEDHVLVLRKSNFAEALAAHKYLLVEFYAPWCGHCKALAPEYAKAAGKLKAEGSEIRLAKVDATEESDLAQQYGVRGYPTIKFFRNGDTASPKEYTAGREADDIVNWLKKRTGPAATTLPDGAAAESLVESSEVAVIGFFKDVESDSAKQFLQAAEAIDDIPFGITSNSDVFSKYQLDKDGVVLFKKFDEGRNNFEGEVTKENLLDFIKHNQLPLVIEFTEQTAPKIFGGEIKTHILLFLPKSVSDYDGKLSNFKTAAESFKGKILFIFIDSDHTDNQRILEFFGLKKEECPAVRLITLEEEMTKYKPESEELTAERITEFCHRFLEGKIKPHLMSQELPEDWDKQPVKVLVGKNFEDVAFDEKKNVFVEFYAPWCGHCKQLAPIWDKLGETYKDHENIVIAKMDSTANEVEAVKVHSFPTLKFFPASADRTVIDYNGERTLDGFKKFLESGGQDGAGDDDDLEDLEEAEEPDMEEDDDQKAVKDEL
MITF TRPM1 inh: inhibitors of MITF-driven TRPM1 promoter in melanoma cells; SK-MEL-5 TRPM1 promoter luciferase, 24 h; inhibition, % at 12.5 µM; 0.83% of 330,000 active;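 active means mean inhibition across replicates of 60% or more, whatever share of single replicates reaches that level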; further: values of inactives mirror those of a sister screen read the other way
KKLEB tox: counter-screen for CF NF-kB inhibitors: cytotoxicity. activity change (cytotoxicity), % at 5 µM. KKLEB CF airway cells viability, ATPlite luminescence, overnight; hits give low values; cells stimulated with P. aeruginosa culture filtrate. 0.36% of 360,000 active. AID 602141;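 active means corrected activity change at or below -50% at 5 µM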
CaV13 ICDI inh: Disruptors of the CACNA1D IQ motif to Ca2+-dependent inactivation inhibitor domain association, primary screening, Förster resonance energy transfer in intact living … | HEK cells, CFP/YFP FRET ICDI-IQ, plate reader, 10 min; percent FRET-ratio fall versus neutral wells | inhibition, % at 12.3 µM | 0.098% of 340,000 active | AID 743397;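 active means mean replicate inhibition of at least 30% and at least 1% of replicates passing that level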;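 further: 0% = median of the neutral control wells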
NR2E3 ag-2: agonists of human nuclear receptor NR2E3; inhibition of corepressor binding, % at 4.78 µM; GST-NR2E3/biotin-RetCOR TR-FRET, 1536-well; 0.12% of 320,000 active; Q9Y5X4; AID 2300;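 active means percent inhibition above the cutoff of mean plus 3 SD of all tested compounds, set per screening campaign, cut at about 20% in these data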;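 further: 0% = DMSO wells and 100% = biotin wells as full block of FRET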
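Material: NR2E3–RetCOR corepressor complex / Amount: 1.35 nM GST-NR2E3 / Medium: Tris pH 7.5 / Compound: single nominal compound dose of 4.8 µM / Incubation: 5 h at 4 °C / Technique: TR-FRET, Eu(K)-anti-GST donor, streptavidin-D2 acceptor, ex 340, em 617/671 nm / Read-out basis: percent loss of FRET ratio relative to control wells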
CF NFkB inh: inhibitors of cystic fibrosis induced NF-kB. KKLEB NF-kB-GFP reporter, PAF-induced, GFP fluorescence overnight. inhibition, % at 5 µM. 0.86% of 360,000 active;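 active means at least 50% inhibition at 5 µM, scaled per plate between neutral and stimulator controls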;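 further: PAF is a Pseudomonas aeruginosa culture filtrate used as stimulus; plate controls were PAF-stimulated DMSO wells for no effect and unstimulated DMSO wells for full effect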
Peg3 prom inh: reduces Peg3 promoter-driven luciferase expression in HeLa; HeLa PEG-Prom luciferase reporter, luminescence, overnight; inhibition, % at 20 µM; 1.7% of 360,000 active;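 active means inhibition of at least 50% at 20 µM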
HIF-2a inh: inhibitors of HIF-2a; 786-0 RCC cells HIF-2a reporter, luciferase luminescence, overnight; inhibition, % at 18.8 µM; 0.72% of 360,000 active; AID 624352;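 active means inhibition of the luminescence signal of 40% or more relative to plate controls, in a single-dose primary screen at 18.75 µM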
Vif inh: HIV Vif inhibition. HEK293T cells, Vif self-association by quenched fluorescence, imaging, 24 h. inhibition, % at 7.49 µM. 0.35% of 340,000 active. AID 602346; in the data active means inhibition above about 50%, passing the limit was not always enough; further: some results filed as inactive read as strong as hits
Starred values were filed as active, the others as inactive; . = no result given.

entry | Molecule | NR2E3 ag-1 | Shn3 3UTR inh | PDI inh | MITF TRPM1 inh | KKLEB tox | CaV13 ICDI inh
1 | CC(=O)Nc1ccc(N2C(C(C)=O)=NN(c3ccc(Cl)cc3)C2c2sccc2C)cc1 (configuration not stated) | 2 | 4 | -2 | 14 | -10 | -3
2 | Cc1ccc(S(=O)(=O)c2c[nH]c3ccc(Cl)cc3c2=O)cc1 | -11 | -24 | 15 | 11 | 6 | -8
3 | COc1ccc(COCCN2CCN(S(=O)(=O)c3ccccc3)CCC2=O)cc1 | -8 | 17 | -1 | -13 | -2 | -12
4 | CC1=C(C#N)C(=O)NC(=O)/C1=C\c1ccc(-c2cc(C)c(C)cc2[N+](=O)[O-])o1 | -34 | 18 | -1 | -3 | 10 | -7
5 | CCCc1cc(=O)[nH]c(SCc2cccc(C)c2)n1 | -13 | -19 | 0 | 7 | 5 | -6
6 | COC(=O)c1c(C)c(OC(=O)c2c(C)cc(O)c(C=O)c2O)cc(C)c1O | -11 | -29 | . | . | -10 | .
7 | COc1ccccc1CC(=O)NC1CCCCCC1 | -35 | -69 | -1 | -9 | 5 | -5
8 | COc1cc(CNc2ccc(N3CCCCC3)cc2)ccc1OCC(=O)NC(C)(C)C | 5 | 47 | 2 | 12 | 8 | -3

entry | NR2E3 ag-2 | CF NFkB inh | Peg3 prom inh | HIF-2a inh | Vif inh
1 | 4 | -6 | 5 | -1 | 13
2 | 0 | 2 | 22 | 0 | -5
3 | 0 | -19 | 11 | -8 | -5
4 | . | 11 | 0 | 4 | 3
5 | 2 | 8 | 13 | 8 | 6
6 | 3 | 8 | 22 | 13 | 8
7 | 4 | 12 | 0 | -5 | 7
8 | -2 | -4 | 3 | 17 | 1

Going on with the list.
entry | Molecule | NR2E3 ag-1 | Shn3 3UTR inh | PDI inh | MITF TRPM1 inh | KKLEB tox | CaV13 ICDI inh
9 | COc1ccc(-c2[nH]ncc2-c2ccc3c(c2)OCCO3)c(O)c1 | -78 | 11 | 10 | 4 | -16 | .
10 | Cn1c(/C(C#N)=N/O)nc2ccccc21 | -8 | 23 | -1 | 16 | -9 | -4
11 | O=C(CSc1nnnn1Cc1ccccc1)N1CCN(c2ccccc2)CC1 | 4 | 6 | -3 | -5 | -4 | -5
12 | COc1ccc(S(=O)(=O)n2oc(=O)cc2-c2ccccc2)cc1 | -12 | . | -1 | -11 | 11 | -4
13 | CCOC(=O)CNC(=O)Cn1cnc2sc(C)c(S(=O)(=O)N3CCC(C)CC3)c2c1=O | -23 | -24 | -1 | 2 | 8 | .
14 | C=CCc1cc(C=O)cc(OCC)c1OCc1ccc(Cl)cc1 | -4 | -11 | -1 | 1 | 12 | -2
15 | O=C1OC2(CCCCC2)OC(=O)C1=CNc1nc2ccccc2s1 | -24 | -1 | -7 | -7 | -17 | -5
16 | Cc1ccc(O)c(-c2cc3ccccc3[nH]2)c1 | -47 | -13 | -4 | -20 | 16 | -5

entry | NR2E3 ag-2 | CF NFkB inh | Peg3 prom inh | HIF-2a inh | Vif inh
9 | -4 | 89* | 27 | 25 | .
10 | 1 | -4 | 11 | 4 | -45
11 | -2 | 2 | -6 | 3 | 0
12 | 1 | -10 | -1 | -19 | .
13 | -4 | 0 | 7 | 0 | -7
14 | 0 | -10 | 6 | 16 | 1
15 | 2 | 2 | -2 | -5 | -2
16 | 1 | -3 | -142 | -280 | -5

A second format for some results above.
[1] CC(=O)Nc1ccc(N2C(C(C)=O)=NN(c3ccc(Cl)cc3)C2c2sccc2C)cc1 (configuration not stated)
[2] Cc1ccc(S(=O)(=O)c2c[nH]c3ccc(Cl)cc3c2=O)cc1
[3] COc1ccc(COCCN2CCN(S(=O)(=O)c3ccccc3)CCC2=O)cc1
[4] CC1=C(C#N)C(=O)NC(=O)/C1=C\c1ccc(-c2cc(C)c(C)cc2[N+](=O)[O-])o1
[5] CCCc1cc(=O)[nH]c(SCc2cccc(C)c2)n1
[6] COC(=O)c1c(C)c(OC(=O)c2c(C)cc(O)c(C=O)c2O)cc(C)c1O
[7] COc1ccccc1CC(=O)NC1CCCCCC1
[8] COc1cc(CNc2ccc(N3CCCCC3)cc2)ccc1OCC(=O)NC(C)(C)C
[9] COc1ccc(-c2[nH]ncc2-c2ccc3c(c2)OCCO3)c(O)c1
[10] Cn1c(/C(C#N)=N/O)nc2ccccc21

| Compound | 1 | 2 | 3 | 4 | 5 | 6 | 7 | 8 | 9 | 10 |
| --- | --- | --- | --- | --- | --- | --- | --- | --- | --- | --- |
| NR2E3 ag-1 | 2 | -11 | -8 | -34 | -13 | -11 | -35 | 5 | -78 | -8 |
| Shn3 3UTR inh | 4 | -24 | 17 | 18 | -19 | -29 | -69 | 47 | 11 | 23 |
| PDI inh | -2 | 15 | -1 | -1 | 0 | . | -1 | 2 | 10 | -1 |
| MITF TRPM1 inh | 14 | 11 | -13 | -3 | 7 | . | -9 | 12 | 4 | 16 |
| KKLEB tox | -10 | 6 | -2 | 10 | 5 | -10 | 5 | 8 | -16 | -9 |
| CaV13 ICDI inh | -3 | -8 | -12 | -7 | -6 | . | -5 | -3 | . | -4 |
| NR2E3 ag-2 | 4 | 0 | 0 | . | 2 | 3 | 4 | -2 | -4 | 1 |
| CF NFkB inh | -6 | 2 | -19 | 11 | 8 | 8 | 12 | -4 | 89* | -4 |
| Peg3 prom inh | 5 | 22 | 11 | 0 | 13 | 22 | 0 | 3 | 27 | 11 |
| HIF-2a inh | -1 | 0 | -8 | 4 | 8 | 13 | -5 | 17 | 25 | 4 |
| Vif inh | 13 | -5 | -5 | 3 | 6 | 8 | 7 | 1 | . | -45 |

[11] O=C(CSc1nnnn1Cc1ccccc1)N1CCN(c2ccccc2)CC1
[12] COc1ccc(S(=O)(=O)n2oc(=O)cc2-c2ccccc2)cc1
[13] CCOC(=O)CNC(=O)Cn1cnc2sc(C)c(S(=O)(=O)N3CCC(C)CC3)c2c1=O

| Compound | 11 | 12 | 13 |
| --- | --- | --- | --- |
| NR2E3 ag-1 | 4 | -12 | -23 |
| Shn3 3UTR inh | 6 | . | -24 |
| PDI inh | -3 | -1 | -1 |
| MITF TRPM1 inh | -5 | -11 | 2 |
| KKLEB tox | -4 | 11 | 8 |
| CaV13 ICDI inh | -5 | -4 | . |
| NR2E3 ag-2 | -2 | 1 | -4 |
| CF NFkB inh | 2 | -10 | 0 |
| Peg3 prom inh | -6 | -1 | 7 |
| HIF-2a inh | 3 | -19 | 0 |
| Vif inh | 0 | . | -7 |

(more compounds)
entry | Molecule | NR2E3 ag-1 | Shn3 3UTR inh | PDI inh | MITF TRPM1 inh | KKLEB tox | CaV13 ICDI inh
17 | CC(=O)Nc1ccc(NS(=O)(=O)c2cc(C)sc2C)cc1 | -10 | -2 | 1 | -3 | -20 | -4
18 | CCCCc1c(O)c2ccccc2[nH]c1=O | 18 | -4 | 11 | 14 | 1 | .
19 | CC(=O)c1ccc(OCc2cc(C(=O)N3CCCCCCC3)no2)cc1 | -12 | 12 | 4 | -10 | -10 | -5
20 | Cc1cccc(-c2nc3ccccc3c3nncn23)c1 | -6 | 4 | 6 | 4 | 6 | -9
21 | Cc1ccc(NC(=O)c2noc3c2CCc2ccccc2-3)cc1 | -138 | -101 | 0 | -37 | -9 | -4
22 | CC(C)(CO)NC12CC3CC(CC(C3)C1)C2 | 12 | -6 | 2 | -18 | -2 | -2
23 | CNC(=O)c1cccc2nc3ccccc3nc12 | -32 | 0 | 11 | 48 | 4 | -5
24 | CC(C)COc1ccc(C(=O)Nc2ccc(NC(=O)c3ccco3)cc2)cc1 | -6 | -6 | 7 | -13 | 6 | .

entry | NR2E3 ag-2 | CF NFkB inh | Peg3 prom inh | HIF-2a inh | Vif inh
17 | 3 | 2 | 11 | 18 | 0
18 | 1 | -1 | -2 | 8 | .
19 | . | -12 | -120 | -126 | -11
20 | -1 | -36 | -30 | -69 | -5
21 | -1 | 4 | -250 | -260 | -1
22 | 6 | -11 | 14 | 16 | -4
23 | -11 | -43 | 6 | -8 | 2
24 | 6 | -10 | 77* | -4 | -5

Screening data as filed in PubChem.
